Neddyl block – inhibitors of cullin neddylation, primary screen, biochemical, TR-FRET, uHTS, NAE and Ubc12. NEDD8-conjugating enzyme Ubc12 (Homo sapiens) + NEDD8-activating enzyme E1 regulatory …. calls only at 25 µM. 0.58% of 360,000 active; in the data active means inhibition above about 36%
NadD block – inhibitors of S. aureus NadD, primary screen, biochemical, colorimetric, uHTS; Nicotinate-nucleotide adenylyltransferase NadD (Staphylococcus aureus N315); purified NadD enzyme, colorimetric absorbance read-out; inhibition, % at 20 µM; 0.78% of 360,000 active; in the data active means inhibition above about 26%; further: some compounds past the cut are filed as inactive
LMPTP inh – LMPTP phosphatase inhibitors, primary screen, biochemical, fluorescence intensity, uHTS; Low molecular weight phosphotyrosine protein phosphatase (Homo sapiens), P24666; recombinant LMPTP-A, OMFP fluorogenic substrate; inhibition, % at 20 µM; AID 651560, 2012; 0.22% of 360,000 active;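 active means compounds that cut the enzyme signal by at least half of the control window in the single-dose screen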;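 further: plate controls were DMSO wells with enzyme plus substrate for no effect and substrate without enzyme for full effect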
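Test system: LMPTP-A phosphatase enzyme. Amount: LMPTP-A at 0.625 nM final in the reaction. Reagent: OMFP substrate, 400 µM final. Times: 50 min at room temperature. Signal: endpoint fluorescence intensity from OMFP dephosphorylation. Read-out basis: % inhibition. Benchmarks: no-enzyme and uninhibited controls.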
Rin1-Abl PPI inh – inhibitors of Rin1-Abl protein binding, primary screen, biochemical, TR-FRET. Tyrosine-protein kinase ABL1 (Homo sapiens) + Ras and Rab interactor 1 (Homo sapiens), …. inhibition, % at 7.35 µM. 0.4% of 360,000 active; in the data active means inhibition above about 5%, passing the limit was not always enough
SUMO1-SIM PPI – modulators of SUMO1 protein-protein interactions, primary screen, biochemical, uHTS | Small ubiquitin-related modifier 1 (Homo sapiens), P63165 | SUMO1 binding to a labelled peptide, TR-FRET, 1 h | 0.33% of 360,000 active | inhibition, % at 20 µM; in the data active means inhibition above about 37%
CSN inh – inhibitors of CSN-mediated cullin deneddylation, primary screen, biochemical, fluorescence polarization, uHTS; COP9 signalosome complex subunit 5 (Homo sapiens), Q92905; Purified CSN, SCF-Nedd8-OG deneddylation; inhibition, % at 12.5 µM; 0.38% of 360,000 active; AID 651999, 2013;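 active means pattern-corrected inhibition above about 35%, with an unprinted fluorescence ratio check between 0.5 and 1.5, limit read from the data, passing the limit was not always enough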;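 further: 0% = enzyme with substrate and 100% = substrate without enzyme; some results filed as inactive read as strong as hits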
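Assay system: purified human Csn5 enzyme expressed in HEK293T cells; measure: % inhibition; also added: SCFSkp2-Nedd8OG substrate at 10 nM final; technique: fluorescence polarization; times: reaction 90 min, room temperature; medium: Tris buffer pH 7.5, NaCl, DTT, Tween-20, trehalose, ovalbumin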
STEP inh – STEP phosphatase inhibitors, primary screen, biochemical, fluorescence intensity, uHTS | 0.25% of 360,000 active | recombinant STEP, OMFP fluorogenic substrate | inhibition, % at 20 µM;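 active means inhibition at 20 µM, scaled per plate between control wells, above about 37%, limit read from the data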;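 further: 0% = DMSO with enzyme and substrate and 100% = substrate only without enzyme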
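Test system: STEP tyrosine phosphatase / Reagent: OMFP at 25 µM / Doses: 20 µM, 1% DMSO / Read-out: percent inhibition scaled to no-enzyme and uninhibited-enzyme controls, plate-pattern corrected / Detection: FITC-channel fluorescence of OMFP product / Medium: Bis-Tris buffer pH 6.0, 2.5 mM DTT, 0.005% Tween 20 / Schedule: 20 min at room temperature, dark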
Rpn11 block – Rpn11 (PSMD14) deubiquitinase inhibitors, primary screen, biochemical, fluorescence polarization, uHTS; calls only at 20 µM; 26S proteasome non-ATPase regulatory subunit 14 (Homo sapiens), O00487; 0.59% of 360,000 active; human 26S proteasome, Ub4-pepOG fluorescence polarization; 20S core pre-blocked with epoxomicin; AID 588493, 2011;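 active means inhibition at 20 µM, scaled to each plate's controls, above about 33%, limit read from the data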
DNMT1 inh – human DNMT1 methyltransferase inhibitors, primary screen, biochemical, molecular beacon, fluorescence, HinP1I cleavage, uHTS. DNA (cytosine-5)-methyltransferase 1 (Homo sapiens), P26358. 0.83% of 360,000 active. inhibition (reported as % activation of signal), % at 10 µM. AID 588458, 2011; in the data active means inhibition above about 50%
Target sequence (P26358 504-1616 limits assumed): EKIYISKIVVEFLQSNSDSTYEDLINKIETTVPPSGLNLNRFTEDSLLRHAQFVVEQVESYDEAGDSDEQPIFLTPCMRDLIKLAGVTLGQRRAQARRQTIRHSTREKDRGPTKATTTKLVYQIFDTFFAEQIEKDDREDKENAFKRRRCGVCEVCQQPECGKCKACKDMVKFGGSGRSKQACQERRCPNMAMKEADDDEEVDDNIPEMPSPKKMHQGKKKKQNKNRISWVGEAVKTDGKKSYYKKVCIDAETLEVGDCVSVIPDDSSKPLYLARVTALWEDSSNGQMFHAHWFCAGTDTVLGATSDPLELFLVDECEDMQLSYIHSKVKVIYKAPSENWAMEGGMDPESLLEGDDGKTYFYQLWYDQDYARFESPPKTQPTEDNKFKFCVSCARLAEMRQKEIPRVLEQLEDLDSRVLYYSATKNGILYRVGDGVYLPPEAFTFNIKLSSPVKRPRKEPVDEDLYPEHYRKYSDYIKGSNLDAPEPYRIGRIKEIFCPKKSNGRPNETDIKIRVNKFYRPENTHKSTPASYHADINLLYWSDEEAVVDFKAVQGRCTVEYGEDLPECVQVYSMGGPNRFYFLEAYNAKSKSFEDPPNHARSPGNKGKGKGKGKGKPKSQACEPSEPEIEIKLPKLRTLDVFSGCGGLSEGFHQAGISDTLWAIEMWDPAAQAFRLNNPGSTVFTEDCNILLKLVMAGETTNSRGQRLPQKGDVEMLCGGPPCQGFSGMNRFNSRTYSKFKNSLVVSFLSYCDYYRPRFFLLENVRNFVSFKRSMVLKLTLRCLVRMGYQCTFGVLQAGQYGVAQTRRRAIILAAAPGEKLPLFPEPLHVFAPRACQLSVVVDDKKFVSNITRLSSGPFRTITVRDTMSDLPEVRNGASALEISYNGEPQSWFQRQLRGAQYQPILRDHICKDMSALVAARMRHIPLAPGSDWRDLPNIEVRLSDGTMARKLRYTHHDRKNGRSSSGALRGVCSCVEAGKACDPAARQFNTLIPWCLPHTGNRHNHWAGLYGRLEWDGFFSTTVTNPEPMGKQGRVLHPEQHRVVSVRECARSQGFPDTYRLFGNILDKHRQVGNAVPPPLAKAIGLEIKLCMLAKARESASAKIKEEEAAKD
Scp1 inh – Scp-1 phosphatase inhibitors, primary screen, biochemical, colorimetric, uHTS | 0.88% of 340,000 active | Recombinant Scp1, phosphopeptide, malachite green phosphate absorbance | AID 493091, 2011 | Carboxy-terminal domain RNA polymerase II polypeptide A small phosphatase 1 (Homo … | inhibition, % at 20 µM;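 active means inhibition above about 50% at 20 µM, limit read from the data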;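 further: plate controls were DMSO wells with enzyme for no effect and wells lacking enzyme for full effect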
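Test system: SCP-1 catalytic domain; Buffer or medium: Acidic Tris acetate buffer with magnesium and detergent; Also added: Phosphorylated 17-residue peptide substrate; Compound: single 20 µM dose, 1% DMSO; Schedule: enzyme reaction 45 min at room temperature, colour 5 min, stabilisation 30 min; Signal: Phosphate-binding colour reagent, absorbance read at 630 nm.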
* hit, by the source's call.

Cc1nc(CCNS(=O)(=O)c2cccs2)cs1 was read as Neddyl block inactive, NadD block -4, LMPTP inh -1.2, Rin1-Abl PPI inh -2, SUMO1-SIM PPI -2, CSN inh 17, STEP inh -3, Rpn11 block inactive, DNMT1 inh 0 and Scp1 inh -8.
CCc1ccc(-c2csc(NC(=O)c3cccnc3)n2)cc1 was read as Neddyl block inactive, NadD block -5, LMPTP inh -0.2, Rin1-Abl PPI inh -4, SUMO1-SIM PPI 1, CSN inh -2, STEP inh 3, Rpn11 block inactive, DNMT1 inh -3 and Scp1 inh -7.
CC(NC(=O)c1ccc(CS(C)(=O)=O)cc1)c1ccc(-n2ccnc2)cc1 (configuration not stated) was read as Neddyl block inactive, NadD block 3, LMPTP inh 0.8, Rin1-Abl PPI inh -3, SUMO1-SIM PPI 0, CSN inh -1, STEP inh 1, Rpn11 block inactive, DNMT1 inh -1 and Scp1 inh -3.
COc1ccc(-n2cc(-c3ccccc3)c3c(NN4CCOCC4)ncnc32)cc1 was read as Neddyl block inactive, NadD block 3, LMPTP inh 0.1, Rin1-Abl PPI inh 4, SUMO1-SIM PPI 3, CSN inh -1, STEP inh 3, Rpn11 block inactive, DNMT1 inh -5 and Scp1 inh -3.
For CC(=O)c1cccc(N(CC(=O)Nc2ccccc2C(=O)N2CCCC2)S(C)(=O)=O)c1 the results were Neddyl block inactive, NadD block -3, LMPTP inh -0.5, Rin1-Abl PPI inh 0, SUMO1-SIM PPI 0, CSN inh 5, STEP inh -3, Rpn11 block inactive, DNMT1 inh 0 and Scp1 inh -2.
COc1cc(C(=O)NC2CCN(C)CC2)ccc1Nc1ncc2c(n1)N(CCc1ccccc1)CCC(=O)N2C was read as Neddyl block active, NadD block -6, LMPTP inh -1.9, Rin1-Abl PPI inh 5, SUMO1-SIM PPI 2, CSN inh 2, STEP inh 0, Rpn11 block inactive, DNMT1 inh -2 and Scp1 inh 4.
Screening COc1ccccc1/C=N/NC(=O)CC(=O)NC1CCCCC1 returned Neddyl block inactive, NadD block -3, LMPTP inh -0.4, Rin1-Abl PPI inh 4, SUMO1-SIM PPI -4, CSN inh 2, STEP inh -1, Rpn11 block inactive, DNMT1 inh 5 and Scp1 inh -9.
`OC(c1ccccc1)(c1ccccc1)C1CCN(C(=S)NC2CCCC2)CC1` gave Neddyl block inactive, NadD block 10, LMPTP inh -1.0, Rin1-Abl PPI inh -3, SUMO1-SIM PPI -4, CSN inh 5, STEP inh 0, Rpn11 block inactive, DNMT1 inh -1 and Scp1 inh -1.
`COc1cccc(C(c2c(N)n(C)c(=O)n(C)c2=O)C(C)[N+](=O)[O-])c1` (configuration not stated) gave Neddyl block inactive, NadD block -1, LMPTP inh -1.5, Rin1-Abl PPI inh 1, SUMO1-SIM PPI -1, CSN inh 1, STEP inh -1, Rpn11 block inactive, DNMT1 inh 2 and Scp1 inh -5.
CCCCS(=O)(=O)Nc1ccc(N2CCOCC2)c(S(=O)(=O)N2CCOCC2)c1 was read as Neddyl block inactive, NadD block 0, LMPTP inh -1.9, Rin1-Abl PPI inh 3, SUMO1-SIM PPI -5, CSN inh 0, STEP inh 0, Rpn11 block inactive, DNMT1 inh 3 and Scp1 inh 2.
`Cc1ccc(C23CC4CC(CC(C(N)=O)(C4)C2)C3)cc1` gave Neddyl block inactive, NadD block -3, LMPTP inh -0.3, Rin1-Abl PPI inh 3, SUMO1-SIM PPI -3, CSN inh 4, STEP inh -3, Rpn11 block inactive, DNMT1 inh 1 and Scp1 inh -12.
`Nc1ccc2c(c1)C(=NO)c1cc([N+](=O)[O-])ccc1-2` gave Neddyl block inactive, NadD block 3, LMPTP inh 2.5, Rin1-Abl PPI inh -4, SUMO1-SIM PPI -17, CSN inh 18, STEP inh 0, Rpn11 block active, DNMT1 inh -43 and Scp1 inh 4.
`O=S(=O)(Cc1ccccc1)N1CCCC(c2nc(-c3ccc(F)cc3)no2)C1` (configuration not stated) gave Neddyl block inactive, NadD block -11, LMPTP inh 2.5, Rin1-Abl PPI inh -4, SUMO1-SIM PPI -3, CSN inh 6, STEP inh -1, Rpn11 block inactive, DNMT1 inh -8 and Scp1 inh -13.
CC12CCC3c4ccc(O)cc4CCC3C1CCC2=O (configuration not stated) was read as Neddyl block inactive, NadD block 2, LMPTP inh 1.1, Rin1-Abl PPI inh 0, SUMO1-SIM PPI 18, CSN inh -5, STEP inh 0, Rpn11 block inactive, DNMT1 inh 0 and Scp1 inh -4.
O=C1c2ccccc2NC(c2ccco2)N1O (configuration not stated) was read as Neddyl block inactive, NadD block 3, LMPTP inh -1.6, Rin1-Abl PPI inh 2, SUMO1-SIM PPI -2, CSN inh -2, STEP inh -1, Rpn11 block inactive, DNMT1 inh -1 and Scp1 inh -15.

Continued (two carried over from the part before).
CC12CCC3c4ccc(O)cc4CCC3C1CCC2=O (configuration not stated) was read as Neddyl block inactive, NadD block 2, LMPTP inh 1.1, Rin1-Abl PPI inh 0, SUMO1-SIM PPI 18, CSN inh -5, STEP inh 0, Rpn11 block inactive, DNMT1 inh 0 and Scp1 inh -4.
O=C1c2ccccc2NC(c2ccco2)N1O (configuration not stated) was read as Neddyl block inactive, NadD block 3, LMPTP inh -1.6, Rin1-Abl PPI inh 2, SUMO1-SIM PPI -2, CSN inh -2, STEP inh -1, Rpn11 block inactive, DNMT1 inh -1 and Scp1 inh -15.
`O=C(Nc1cccc(NC(=O)c2cncc(Br)c2)c1)c1cncc(Br)c1` gave Neddyl block inactive, NadD block 6, LMPTP inh 2.7, Rin1-Abl PPI inh 0, SUMO1-SIM PPI 2, CSN inh -4, STEP inh 2, Rpn11 block inactive, DNMT1 inh -5 and Scp1 inh -10.
`O=C(Nc1ccc(Br)cc1Cl)N1CCOCC1` gave Neddyl block inactive, NadD block -1, LMPTP inh -0.5, Rin1-Abl PPI inh 3, SUMO1-SIM PPI -3, CSN inh -2, STEP inh 1, Rpn11 block inactive, DNMT1 inh -4 and Scp1 inh -4.
CC1=C(C)CC(C(=O)N2CCN(C/C=C/c3ccccc3)CC2)C(C(=O)O)C1 (configuration not stated) was read as Neddyl block inactive, NadD block -4, LMPTP inh 1.0, Rin1-Abl PPI inh 1, SUMO1-SIM PPI -3, CSN inh 2, STEP inh -1, Rpn11 block inactive, DNMT1 inh 0 and Scp1 inh -7.
For O=C(C1CCCN(Cc2ccccc2Br)C1)N1CCCCC1 (configuration not stated) the results were Neddyl block inactive, NadD block -4, LMPTP inh 0.0, Rin1-Abl PPI inh 0, SUMO1-SIM PPI -1, CSN inh 3, STEP inh -1, Rpn11 block inactive, DNMT1 inh 2 and Scp1 inh 2.
CC(=O)N1CCN(S(=O)(=O)c2cccc(C(=O)OCC(=O)Nc3c(Cl)cccc3C(F)(F)F)c2)CC1 was read as Neddyl block inactive, NadD block 12, LMPTP inh -1.2, Rin1-Abl PPI inh 0, SUMO1-SIM PPI 0, CSN inh -1, STEP inh 0, Rpn11 block inactive, DNMT1 inh 8 and Scp1 inh 13.
`CCOC(=O)C1CCCCN1Cc1ccc(OC)c(OC)c1` (configuration not stated) gave Neddyl block inactive, NadD block 4, LMPTP inh -1.2, Rin1-Abl PPI inh 2, SUMO1-SIM PPI -3, CSN inh 6, STEP inh 2, Rpn11 block inactive, DNMT1 inh 1 and Scp1 inh 5.
Screening CC1(C(=O)NCCC(F)(F)F)Cc2c(-c3cccc(C(N)=O)c3)ccnc2O1 (configuration not stated) returned Neddyl block inactive, NadD block -5, LMPTP inh -1.7, Rin1-Abl PPI inh 2, SUMO1-SIM PPI 1, CSN inh -1, STEP inh 4, Rpn11 block inactive and DNMT1 inh 4.
For CC1(C)Cc2c(sc(NC(=O)C(=O)NCCCN3CCOCC3)c2C(N)=O)CO1 the results were Neddyl block inactive, NadD block 7, LMPTP inh -2.2, Rin1-Abl PPI inh -1, SUMO1-SIM PPI -5, CSN inh 0, STEP inh 40*, Rpn11 block inactive, DNMT1 inh 1 and Scp1 inh -4.
`CCOC(=O)C1=C(C)N(C)C(C)=C(C(=O)OCC)C1c1ccc(C(=O)OC)cc1` gave Neddyl block inactive, NadD block -1, LMPTP inh 0.7, Rin1-Abl PPI inh -2, SUMO1-SIM PPI -2, CSN inh 4, STEP inh -1, Rpn11 block inactive, DNMT1 inh -7 and Scp1 inh -2.
Cc1ccc(OCCN2C(=O)C(=O)c3cc(C)ccc32)cc1 was read as Neddyl block inactive, NadD block -1, LMPTP inh 1.0, Rin1-Abl PPI inh -6, SUMO1-SIM PPI -29, CSN inh 4, STEP inh 0, Rpn11 block inactive, DNMT1 inh 27 and Scp1 inh -14.
Screening CCc1ccc(NSc2ccccc2[N+](=O)[O-])cc1 returned Neddyl block inactive, NadD block -4, LMPTP inh 1.5, Rin1-Abl PPI inh -3, SUMO1-SIM PPI -18, CSN inh -4, STEP inh -1, Rpn11 block inactive, DNMT1 inh -1 and Scp1 inh -10.
For Cc1ccc(CNS(=O)(=O)c2ccc(Cl)s2)cc1 the results were Neddyl block inactive, NadD block -6, LMPTP inh -1.3, Rin1-Abl PPI inh 0, SUMO1-SIM PPI -4, CSN inh 7, STEP inh -2, Rpn11 block inactive and DNMT1 inh 5.
CCOC(=O)CCNC(=O)N1CCCC(N(C)CCc2ccc(OC)c(OC)c2)C1 (configuration not stated) was read as Neddyl block inactive, NadD block 8, LMPTP inh -2.8, Rin1-Abl PPI inh -1, SUMO1-SIM PPI -5, CSN inh 4, STEP inh -1, Rpn11 block inactive, DNMT1 inh -4 and Scp1 inh -5.
Cc1cccc(NC(=O)COC(=O)c2ccc([N+](=O)[O-])o2)c1C was read as Neddyl block inactive, NadD block 0, LMPTP inh -0.3, Rin1-Abl PPI inh 1, SUMO1-SIM PPI -22, CSN inh 5, STEP inh 3, Rpn11 block inactive, DNMT1 inh -6 and Scp1 inh -5.

Screens deposited in PubChem BioAssay by several laboratories.
